TAAR1 antagonist = antagonists of human TAAR1; Q96RJ0; CHO RD-HGA16 TAAR1, Fluo-8 calcium fluorescence, antagonist; inhibition, % at 3 µM; hit rate 1.5% among 360,000;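 active means inhibition above a per-plate cutoff, the mean inhibition of test compounds on that plate plus 3 SD, cut at about 49% in these data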;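 further: 0% = DMSO plus EC80 beta-PEA response and 100% = DMSO alone without agonist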
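Assay system: CHO-derived RD-HGA16 cells stably expressing human TAAR1 plus Gα16. Timing: 140 s kinetic read after compound, 140 s after agonist. Technique: kinetic Fluo-8 calcium fluorescence measurement. Measure: % inhibition of agonist calcium response.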
CHO-K1 Ca antag = counter-screen for M1 antagonists: effect in parental CHO-K1 cells | ATP-induced calcium, Fluo-8 fluorescence | inhibition, % at 3 µM | hit rate 0.6% among 360,000;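 active means inhibition above a per-plate cutoff, the plate's mean sample inhibition plus 3 SD, cut at about 24% in these data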;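 further: 0% = DMSO plus EC80 ATP and 100% = DMSO alone without ATP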
OXTR potentiate = human OXTR potentiation | CHO-OTR cells, Fluo-8 calcium fluorescence, potentiator mode; 0% = oxytocin EC15, 100% = EC100 | activation, % at 3 µM | P30559 | hit rate 0.061% among 320,000;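 active means activation above that plate's cutoff, the mean activation of tested compounds plus 3 SD, cut at about 6.6% in these data, passing the limit was not always enough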;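 further: 100% uses oxytocin at 75 nM as the full agonist control; some results filed as inactive read as strong as hits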
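test system = CHO-OTR cells, human receptor | compound = single-point 3.0 µM | schedule = 6 min compound pre-incubation at room temperature, 100 s kinetic read | signal = Fluo-8 no-wash calcium dye fluorescence, excitation 470-495 nm, emission 515-575 nm | repeats = single well per compound, singlicate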
V1aR counter = counter-screen for oxytocin receptor agonists: human V1a receptor agonists | activation, % at 3 µM | AID 2797 | hit rate 0.25% among 320,000 | CHO-V1R cells, Fluo-8 calcium fluorescence, agonist mode; 0% DMSO, 100% 3 nM vasopressin | P37288;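 active means activation above the mean activation of all tested compounds plus 3 SD, per screening run, cut at about 20% in these data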;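 further: signal is peak over basal fluorescence ratio across a 100 second FLIPR read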
Target sequence (P37288 whole entry, looked up): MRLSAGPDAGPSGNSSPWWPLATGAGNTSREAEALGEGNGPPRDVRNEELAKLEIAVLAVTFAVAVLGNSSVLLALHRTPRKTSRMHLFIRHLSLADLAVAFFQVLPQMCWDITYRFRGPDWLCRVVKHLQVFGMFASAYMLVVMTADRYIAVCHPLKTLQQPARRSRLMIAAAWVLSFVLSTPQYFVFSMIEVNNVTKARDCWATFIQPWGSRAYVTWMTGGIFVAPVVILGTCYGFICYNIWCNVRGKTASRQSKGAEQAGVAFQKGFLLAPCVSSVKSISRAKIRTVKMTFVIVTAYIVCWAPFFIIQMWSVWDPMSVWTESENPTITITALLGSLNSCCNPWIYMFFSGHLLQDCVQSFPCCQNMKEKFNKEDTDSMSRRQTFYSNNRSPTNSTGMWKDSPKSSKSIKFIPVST
M1 ag parental = nonselective activator or artifact in parental CHO-K1 cells | hit rate 0.48% among 360,000 | activation, % at 3 µM | Fluo-8 calcium fluorescence; scaled to maximal ATP response, vehicle zero | AID 602248; in the data active means activation above about 15%;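 further: untransfected CHO-K1 host cells lacking M1 receptor as counterscreen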
CHO parental Ca = counter-screen for OX1R antagonists: effect in parental CHO cells | AID 463079 | parental CHO-K1, ATP-induced calcium, Fluo-8 fluorescence | hit rate 0.63% among 330,000 | inhibition, % at 5.6 µM;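 active means inhibition above that plate's mean sample inhibition plus 3 SD, cut at about 26% in these data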;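 further: 0% = ATP-challenged DMSO wells and 100% = DMSO wells without ATP; some compounds past the cut are filed as inactive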
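Test system: untransfected parental CHO cell line; also added: ATP stimulus; dosing: 5.6 µM, single dose; signal: calcium-sensitive Fluo-8 fluorescence; measure: percent inhibition of ATP-evoked calcium rise, normalized to controls; benchmarks: low control ATP plus DMSO, high control DMSO only; replication: one well per compound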
CHRM1 agonist = human M1 muscarinic receptor agonism; P11229; CHO-K1 hM1, Fluo-8 calcium fluorescence, agonist mode; 0% DMSO, 100% acetylcholine EC100; activation, % at 3 µM; hit rate 0.33% among 360,000; AID 588814;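 active means activation above the run's mean compound activation plus 3 SD, cut at about 16% in these data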;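 further: peak over basal fluorescence ratio within a 140 s kinetic read after compound addition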
Target sequence (P11229 whole entry, looked up): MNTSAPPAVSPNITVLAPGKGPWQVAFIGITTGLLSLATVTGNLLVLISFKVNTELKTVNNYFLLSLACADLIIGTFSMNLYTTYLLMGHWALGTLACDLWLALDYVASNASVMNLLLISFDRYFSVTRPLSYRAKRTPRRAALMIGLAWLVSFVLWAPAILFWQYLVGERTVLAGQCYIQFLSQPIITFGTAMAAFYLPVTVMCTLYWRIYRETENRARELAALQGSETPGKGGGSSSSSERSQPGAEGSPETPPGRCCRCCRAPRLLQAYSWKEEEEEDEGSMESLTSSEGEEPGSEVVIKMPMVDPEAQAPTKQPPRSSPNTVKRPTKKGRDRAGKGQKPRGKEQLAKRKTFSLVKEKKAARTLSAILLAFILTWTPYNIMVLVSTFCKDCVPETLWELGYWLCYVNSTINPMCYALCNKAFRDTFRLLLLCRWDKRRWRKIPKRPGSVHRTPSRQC
TAAR1 ag = agonists of human TAAR1; hit rate 0.99% among 360,000; activation, % at 3 µM; Q96RJ0; CHO RD-HGA16 TAAR1, Fluo-8 calcium fluorescence; vehicle wells 0%, saturating PEA agonist 100%; AID 624467;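 active means activation above the mean activation of all test compounds in the run plus 3 SD, cut at about 38% in these data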
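Benchmarks: low control DMSO, high control PEA (EC100); System: CHO RD-HGA16 cells carrying human TAAR1 plus Gα16; Detection: Fluo-8 fluorescence, 5 s baseline then 140 s kinetic read; Schedule: 17-24 h plating, Fluo-8 75 min 37 °C, 30 min RT; Read-out basis: % activation from peak over basal fluorescence ratio, DMSO-to-PEA scaled.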
CHO-K1 Ca PAM = nonselective activator or artifact in parental CHO-K1 calcium assay | hit rate 0.02% among 360,000 | ATP EC20, Fluo-8 calcium fluorescence; 0% at ATP EC20, 100% at ATP max | activation, % at 3 µM | AID 602247;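 active means activation above the run cutoff, the mean activation of all test compounds plus 3 SD, cut at about 40% in these data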;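 further: peak over basal fluorescence ratio in a 140 s read after ATP addition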
* = called active by the depositor; . = not tested or not shown. Not a hit list, and some 3.3% of all compounds hit somewhere here.

SMILES	TAAR1 antagonist	CHO-K1 Ca antag	OXTR potentiate	V1aR counter	M1 ag parental	CHO parental Ca	CHRM1 agonist	TAAR1 ag	CHO-K1 Ca PAM
CC1CCCCC1NC(=O)c1ccc(S(=O)(=O)N2CCN(C)CC2)cc1 (configuration not stated)	-15	-5	0	0.4	0.8	-10	-5	5	12
COc1ccc(CCNC(=O)Cc2ccc(OCc3ccccc3)c(OC)c2[N+](=O)[O-])cc1OCc1ccccc1	44	18	-16	7.3	7.1	46*	2	8	3
O=C(NC1CCCCC1)[C@H](CSCc1ccccc1)N1Cc2ccccc2C1=O	-15	-3	-4	-1.8	0.2	-18	-1	1	4
CCOC(=O)c1c(C)[nH]c(C)c1C(=O)CSc1nc2ccccc2c(=O)n1-c1ccc(CC)cc1	12	-13	-1	-0.1	0.4	-20	-4	2	18
O=C(Nc1cccc(Cl)c1)Nc1ccccc1NS(=O)(=O)c1cccs1	17	37*	-15	13	15*	0	3	16	-16
COc1ccc(C(=O)N/C(=C/c2ccc(Cl)cc2)C(=O)NCc2ccncc2)cc1	-8	-6	-3	1.5	0.3	-13	0	0	15
CC(NC(=O)C(=O)N/N=C/c1ccc(Cl)cc1)c1ccccc1 (configuration not stated)	0	-12	-5	-1.7	-0.7	-19	-5	7	8
COc1ccc(/C=N/n2c(=O)[nH]c3c([nH]c4ccc(Br)cc43)c2=O)cc1CN1CCOCC1	1	0	-8	-0.5	-0.2	-3	-2	3	4
CCOC(=O)/C(C#N)=N/Nc1c(S(=O)(=O)Cc2ccco2)csc1C(=O)OC	-11	11	0	4.4	13	-16	4	6	-3
COc1cc2c(cc1OC)C(C)N(C(=O)c1ccc(Cl)c(S(=O)(=O)N3CCCCC3)c1)CC2 (configuration not stated)	2	-13	-11	4.0	5.3	-29	-3	-3	8
O=C(Nc1cccc(C(F)(F)F)c1)C(Sc1ncnc2ccccc12)c1ccccc1 (configuration not stated)	-47	-5	-8	1.1	-0.2	-22	-6	2	8
NC(=O)C1CCN(C(=O)CN(C2CCCCC2)S(=O)(=O)c2ccc(F)cc2)CC1	-1	-6	-4	0.5	-0.3	-11	-4	2	19
CCn1c(C)nc2cc(S(=O)(=O)C(F)(F)C(F)C(F)(F)F)ccc21 (configuration not stated)	.	15	-8	9.6	13	12	0	.	0
CCCCn1c(N)c(N(CCOC)C(=O)c2cc3c(s2)CCC3)c(=O)[nH]c1=O	-5	12	9	-1.1	0.2	-16	-3	0	-8
Cc1cccc(-c2nc(CSCC(=O)NCc3cccs3)c(C)o2)c1	-13	-3	-9	-0.8	0.4	-22	-1	5	14
Cc1cc(Cl)ccc1OCC(=O)Nc1ccccc1CO	13	1	-12	2.1	1.9	-7	-2	4	0
CN(C(=S)Nc1ccc(F)cc1)C1(c2ccccc2Cl)CCCCC1=O (configuration not stated)	5	-3	-2	-0.7	-0.2	-9	-8	9	-12
O=C(Cn1cccc1C(=O)c1ccccc1)NCc1ccccc1Cl	-33	-16	-2	-0.5	0.1	-23	-3	3	4
O=C(O)c1[nH]c2ccc(Cl)cc2c1CC(=O)N1CCN(C(=O)c2ccco2)CC1	2	10	-18	0.1	-0.4	21	-2	5	-5
Cc1ccc2oc(=O)c3cnn(CC(=O)N4CCN(c5ccccc5)CC4)c3c2c1	14	-4	-2	-0.2	2.4	-11	1	7	22
Cc1cc2ccccn2c1C(=O)c1ccccc1F	-10	-18	-4	-0.7	-1.2	-4	-11	-1	17
C=CCNC(=O)CSc1nnc(-c2ccc(S(=O)(=O)N3CCCC3)cc2)n1C	-16	-6	-11	-1.6	0.5	-17	-8	2	8
CCOc1ccc(/C=N/NC(=S)NC2CC3C=CC2C3)cc1 (configuration not stated)	-11	5	-5	-0.2	0.5	-20	-4	2	6
O=C(CN1C(=O)/C(=C/c2ccc(F)cc2)SC1=S)N1CCN(CCc2ccccn2)CC1	11	-9	-14	6.1	6.9	-2	0	6	13
CCc1ccc(CNC(=O)CCS(=O)(=O)Cc2ccc(C)cc2)cc1	6	-4	-6	-1.3	0.6	15	5	9	7
Cc1cccc(C)c1NC(=O)CSc1nnc(C)c(=O)[nH]1	-9	13	-1	0.3	-0.2	-2	-1	11	-6
COc1ccc(CCNC(=O)C2CC(c3ccc(C(F)(F)F)cc3)=NO2)cc1 (configuration not stated)	12	-20	-11	8.1	7.7	-7	1	9	16
Cc1ccc(S(=O)(=O)Nc2cc3c4c(c2)CC(=O)N4CCC3)cc1	-7	-1	-9	-0.2	0.6	-18	-1	1	-3
Brc1ccccc1OCCCN1CCOCC1	-3	-14	-1	1.9	0.5	-8	-7	4	23
Cc1ccc(C(=O)COC(=O)CNC(=O)Cc2ccccc2)cc1[N+](=O)[O-]	-23	-7	-6	1.6	2.4	-5	2	13	27
OCCCN=C1CCCc2c1[nH]c1ccc(Cl)cc21	-32	-1	-3	-0.7	0.7	-15	-6	0	9
NS(=O)(=O)c1ccc(CCNC(=O)c2ccc3nc4ccc(Cl)cc4c(=O)n3c2)cc1	1	-6	-1	0.0	0.5	-14	-3	6	-7
Cc1cccc(-c2nc(CN3CCCC(C(=O)NC4CCCCCC4)C3)c(C)o2)c1 (configuration not stated)	-14	15	-1	2.2	0.9	-20	-3	16	8
COc1ccc(/C=C(/NC(=O)c2ccccc2)C(=O)N/N=C/c2ccncc2)c(OC)c1	10	-1	-2	1.4	2.7	-7	-4	4	16
Cc1cccc(OCC(=O)Nc2ccc(N3CCN(C(=O)c4ccco4)CC3)cc2)c1C	7	-19	-21	8.6	8.0	20	-2	11	13
N#C/C(=C\c1c[nH]c2ccccc12)C(=O)NC1CCCC1	9	3	-7	-0.5	0.5	-1	-4	-2	6
N#CC1(NC(=O)CN2c3cccc4cccc(c34)S2(=O)=O)CCCCC1	-12	-6	-8	1.4	2.5	-12	3	1	5
CCOC(=O)C1=C(CS(=O)(=O)c2ccccc2)NC(=O)NC1c1ccccc1OCC (configuration not stated)	31	-6	-6	0.8	2.0	-14	-2	3	19
Cc1cccc(-c2cc(C(=O)NCc3ccccn3)c3ccccc3n2)c1	53*	-2	-8	3.4	4.8	-13	-4	11	-4
NS(=O)(=O)c1cccc(C(=O)OCC(=O)NC2CCCc3ccccc32)c1 (configuration not stated)	-4	-22	-3	0.9	1.2	-8	1	8	27
Cc1ccc(CN2CCN(/N=C/C(Br)=C\c3ccccc3)CC2)cc1	-8	13	-5	-1.3	-0.3	-10	-8	7	-21
O=C1c2ccccc2C(=O)c2c1cccc2N1CCN(CCO)CC1	-5	-20	1	0.6	-0.1	-17	-2	5	11
O=S(=O)(C(=CNc1ccccc1)S(=O)(=O)c1ccccc1)c1ccccc1	16	2	-13	-0.1	0.7	-12	-3	0	8
O=C(NNC(=O)C1CC2CCC1C2)c1ccccc1 (configuration not stated)	-12	-2	3	0.6	0.3	5	-3	2	10
COc1ccc(C(=O)OCC(=O)NC23CC4CC(CC(C4)C2)C3)c(OC)c1OC	-4	-22	-8	2.6	3.6	-13	0	5	-4
CCN(CCn1cccn1)C(=O)c1ccc2nc(Cc3ccc(OC)cc3)oc2c1	-14	-11	-6	1.4	0.8	-3	-3	0	5
O=C(Cn1ncc2c3ccccc3n(Cc3ccccc3)c2c1=O)NCc1ccco1	-26	-11	-4	2.2	0.5	-3	-2	2	12
CNC(=O)c1ccccc1NC(=O)c1ccco1	3	0	0	0.3	0.1	0	-3	10	1
CCOC(=O)C1=C(CC)Nc2ccccc2N=C1NC(=O)c1ccc(C)c(S(=O)(=O)N2CCOCC2)c1	19	2	.	.	2.3	.	-6	1	15
CCCCCCCN1CCC(=O)N([C@H](CO)Cc2ccccc2)CC1	0	-3	0	1.0	0.6	0	-5	2	-6
O=S(=O)(Cc1ccccc1)c1nc2ccccc2n1Cc1ccccn1	-16	-6	-12	0.4	0.5	-24	-6	2	8
O=C(Nc1ccnc(-c2ccncc2)n1)c1cccs1	13	-22	-11	0.9	0.5	-4	-4	2	19
O=C1NC(=Nc2ccccc2)S/C1=C\c1cccs1	16	-2	-8	-1.5	2.8	-12	-1	-2	11
CC(=O)Nc1cc(-c2ccccc2)cn2c(-c3cccc(C(C)=O)c3)cnc12	49*	-8	.	.	2.0	.	-7	-1	15
O=S(=O)(c1ccc(-c2ccon2)s1)N1CCN(CCN2CCOCC2)CC1	-53	11	-3	-0.1	0.4	-24	-5	2	-24
C=C(C)CN(CC)C(=O)CC1C(=O)NCCN1C (configuration not stated)	14	1	-7	0.4	0.7	-18	-6	3	19
C#CCNc1c2c(nc3ncnn13)CC(C)CC2 (configuration not stated)	0	-7	0	-0.6	0.0	-10	-4	5	2
COc1ccc(CCNC(=O)COC(=O)c2ccc(OC)cc2OC)cc1	-6	-13	.	.	0.6	.	-3	3	25
O=C(Cn1cc(COc2ccc(C(=O)c3ccccc3)cc2)nn1)c1ccc(O)cc1	-6	20	.	.	2.4	.	4	12	-5
COc1ccccc1N1CC(C(=O)Nc2nnc(SCC(=O)NC(C)C)s2)CC1=O (configuration not stated)	9	-3	-12	-0.3	0.4	10	-1	0	-4
c1c2c(cc3sc(N4CCCCC4)nc13)OCCO2	-6	4	0	-0.7	-0.3	-6	0	5	1
CC(C)C(=O)N1CCC1(C)C(=O)Nc1ccc2cn[nH]c2c1 (configuration not stated)	-9	-15	.	.	-0.1	.	-3	2	10

Quoted at random: 5 entries already listed
SMILES	TAAR1 antagonist	CHO-K1 Ca antag	OXTR potentiate	V1aR counter	M1 ag parental	CHO parental Ca	CHRM1 agonist	TAAR1 ag	CHO-K1 Ca PAM
CC(=O)Nc1cc(-c2ccccc2)cn2c(-c3cccc(C(C)=O)c3)cnc12	49*	-8	.	.	2.0	.	-7	-1	15
CNC(=O)c1ccccc1NC(=O)c1ccco1	3	0	0	0.3	0.1	0	-3	10	1
O=S(=O)(c1ccc(-c2ccon2)s1)N1CCN(CCN2CCOCC2)CC1	-53	11	-3	-0.1	0.4	-24	-5	2	-24
CCN(CCn1cccn1)C(=O)c1ccc2nc(Cc3ccc(OC)cc3)oc2c1	-14	-11	-6	1.4	0.8	-3	-3	0	5
C#CCNc1c2c(nc3ncnn13)CC(C)CC2 (configuration not stated)	0	-7	0	-0.6	0.0	-10	-4	5	2
